Source: PubChem (several laboratories)
NPY1 pot ag = human NPY-Y1 potentiation or agonism, primary screen; P25929; NPY-Y1 expressing cells, potentiator/agonist activation; activation, % at 3.6 µM; 0.37% of 220,000 active; in the data active = activation above about 33%, passing the limit was not always enough;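 note: cells stimulated with NPY at EC10 then isoproterenol at EC100; 0% = low agonist plus stimulus and 100% = saturating agonist plus stimulus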
Target sequence (P25929 whole entry, looked up): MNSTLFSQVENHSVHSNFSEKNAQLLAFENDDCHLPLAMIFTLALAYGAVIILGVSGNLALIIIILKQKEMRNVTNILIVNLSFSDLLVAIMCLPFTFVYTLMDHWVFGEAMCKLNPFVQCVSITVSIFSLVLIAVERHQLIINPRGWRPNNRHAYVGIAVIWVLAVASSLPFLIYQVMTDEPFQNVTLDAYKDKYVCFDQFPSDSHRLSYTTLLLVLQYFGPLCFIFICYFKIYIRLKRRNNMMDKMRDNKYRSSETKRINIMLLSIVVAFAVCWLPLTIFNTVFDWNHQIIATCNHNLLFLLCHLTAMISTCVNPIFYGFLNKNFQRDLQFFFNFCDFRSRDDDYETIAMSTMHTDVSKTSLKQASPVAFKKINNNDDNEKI
NPY Y1 blocker = antagonists of human neuropeptide Y receptor Y1. P25929. HEK293-CNG Y1 cells, membrane potential fluorescence; NPY at EC95, then isoproterenol. inhibition, % at 3.6 µM. 1% of 200,000 active;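 active = inhibition above the campaign mean inhibition of all tested compounds plus 3 SD, cut at about 20% in these data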;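 note: 0% = DMSO wells given NPY plus isoproterenol and 100% = isoproterenol alone without NPY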
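material = HEK293 cells with Y1 receptor plus CNG channel | also added = NPY 25 nM then isoproterenol 1 µM plus Ro 20-1724 25 µM | schedule = dye 3 h, compound 60 min room temperature, stimulation 45 min | measured by = membrane potential fluorescence | benchmarks = high control isoproterenol alone, low control NPY with isoproterenol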
Hck-Nef inh = blocks Nef-activated human Hck kinase; 0.68% of 220,000 active; P08631; Recombinant Hck-YEEI plus Nef, Z-Lyte FRET kinase assay; inhibition, % at 20 µM;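 active = Hck-Nef kinase inhibition above about 50%, limit read from the data; inactive = inhibition below that limit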;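 note: 0% = DMSO with Hck plus Nef and 100% = Hck alone without Nef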
p97 inhibitor = inhibitors of human p97 ATPase | inhibition, % at 8 µM | 0.42% of 220,000 active | AID 1481 | recombinant p97 ATPase, Kinase-Glo ATP luminescence, 3 h; in the data active = inhibition above about 15%;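 note: 0% = DMSO vehicle and 100% = wells lacking enzyme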
MDM2 E3 inh = blocks human Mdm2 ubiquitin ligase activity; cell-based MDM2 ubiquitination luciferase reporter, 2 h; 0 = plate control, 100 = twice control, blank-subtracted; 0.11% of 210,000 active; Q00987; signal enhancement, % at 5 µM;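 active = signal enhancement of 30% or more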;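 note: luminescence tracks abundance of the self-degrading MDM2-luciferase fusion protein; higher signal means inhibition of MDM2 E3 ligase activity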
Target sequence (Q00987 whole entry, looked up, the tested form may be a part): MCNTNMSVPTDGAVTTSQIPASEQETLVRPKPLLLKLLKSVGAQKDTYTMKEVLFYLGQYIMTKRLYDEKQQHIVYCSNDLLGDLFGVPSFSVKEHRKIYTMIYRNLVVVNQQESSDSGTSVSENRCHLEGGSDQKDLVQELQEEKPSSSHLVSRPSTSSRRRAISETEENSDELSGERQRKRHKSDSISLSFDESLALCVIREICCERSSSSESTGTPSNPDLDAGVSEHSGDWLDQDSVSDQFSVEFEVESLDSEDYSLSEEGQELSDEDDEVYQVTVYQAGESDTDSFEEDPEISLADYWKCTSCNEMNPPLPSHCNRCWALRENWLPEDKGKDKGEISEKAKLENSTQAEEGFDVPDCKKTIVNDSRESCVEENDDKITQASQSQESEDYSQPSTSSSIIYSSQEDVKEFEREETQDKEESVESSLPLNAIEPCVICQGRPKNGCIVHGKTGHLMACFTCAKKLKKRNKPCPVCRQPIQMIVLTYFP
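Buffer or medium: Cells held in DMEM | Assay system: Stable mammalian line carrying autodegrading MDM2–luciferase fusion reporter | Quantity: 2000 cells/well | Times: 4 h settle plus 2 h compound, 37 °C | Doses: One concentration, 5 µM, with 0.2% DMSO | Technique: Luminescence with SteadyLite reagent, 15 min at room temperature | Benchmarks: Plate controls and plate blanks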
NPY2 pot ag = potentiates or activates human NPY-Y2 receptor | cells expressing NPY-Y2, potentiator/agonist read-out | activation, % at 3.6 µM | 0.45% of 220,000 active | AID 1359; in the data active = activation above about 27%;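 note: cells stimulated with NPY near EC25 plus isoproterenol at EC100; 0% = vehicle plus submaximal agonist and 100% = vehicle plus saturating agonist; some results beyond the cut were filed as inactive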
Runt-CBFb FRET = blocks binding of human RUNX1 Runt domain to CBFb. 0.46% of 220,000 active. Q01196+Q13951. Cerulean-Runt/Venus-CBFb FRET ratio 530/480, 1 h. inhibition, % at 20 µM. AID 1496;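 active = inhibition over about 50% at 20 µM in the single-dose screen, limit read from the data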;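 note: 0% = DMSO wells and 100% = excess unlabeled CBFb competitor control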
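test system = Cerulean-Runt domain fusion protein, energy donor | probe or stimulus = Venus-CBFb binding partner, 100 nM | incubation = two 1 h room-temperature incubations shielded from light | detection = fluorescence energy transfer, 422 nm excitation, 530/480 nm emission | measure = loss of energy transfer signal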
Runt-SMMHC FRET = inhibitors of human RUNX1 Runt domain binding to CBFb-SMMHC; Q01196+Q13951; Cerulean-Runt/Venus-CBFb-SMMHC FRET ratio 530/480, 1 h; inhibition, % at 20 µM; 0.74% of 220,000 active;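 active = mean inhibition across duplicate retests at 20 µM reaching about 50%, limit read from the data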;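 note: 0% = DMSO wells and 100% = wells with excess untagged CBFb-SMMHC; inhibitors lower the FRET ratio by blocking Runt binding to CBFb-SMMHC; some results filed as inactive read as strong as hits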
RBBP9 inh = human RBBP9 hydrolase inhibition; inhibition, % at 7.94 µM; 0.2% of 220,000 active; O75884; recombinant RBBP9, FP-Rh probe fluorescence polarization;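 active = inhibition above the campaign mean of all tested compounds plus 3 SD, cut at about 14% in these data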;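 note: plate controls were DMSO wells with RBBP9 for no effect and wells lacking RBBP9 protein for full effect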
Target sequence (O75884 whole entry, looked up): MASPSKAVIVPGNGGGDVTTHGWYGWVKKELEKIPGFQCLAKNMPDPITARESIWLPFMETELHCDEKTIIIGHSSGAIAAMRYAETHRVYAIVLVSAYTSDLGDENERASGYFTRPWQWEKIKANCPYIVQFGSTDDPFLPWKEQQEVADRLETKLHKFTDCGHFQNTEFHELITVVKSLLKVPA
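Measured by: FP readout at 525/598 nm; material: recombinant human RBBP9; also added: Serine-hydrolase probe FP-Rh, 375 nM pre-mixing; medium: Tris buffer pH 8.0, NaCl, Pluronic; replication: one well per compound; doses: one concentration, 7.94 µM nominal, 0.794% DMSO; timing: preincubation 30 min plus labeling 45 min at 25 °C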
Starred values were filed as active, the others as inactive; . = no result given; & = joins results of further samples. Random draw from the library. Share with any hit: about 3.5%.

SMILES	NPY1 pot ag	NPY Y1 blocker	Hck-Nef inh	p97 inhibitor	MDM2 E3 inh	NPY2 pot ag	Runt-CBFb FRET	Runt-SMMHC FRET	RBBP9 inh
Cc1c(NS(=O)(=O)c2cccc(C(=O)NCc3ccncc3)c2)c(=O)n(-c2ccccc2)n1C	-23	6	-1	0	-11	-15	-1	1	-1
C/C=C/Cn1c(N2CCCCCC2)nc2c1c(=O)[nH]c(=O)n2C	15	1	2	5	-5	16	1	-2	3
CCCCNC(=O)Nc1cc(C)on1	11	6	2	2	-15	-13	0	-9	-1
Cc1ccccc1NC(=O)CN1C(=O)NC(C)(c2ccc3c(c2)OCO3)C1=O (centres undefined)	2	0	0	-4	-46	1	1	2	-2
CCOC(=O)c1ccc(NC(=O)CSc2nnc(CNc3ccc(OC)cc3)n2C)cc1	20	3	5	2	-12	-16	1	3	-1
COc1ccc(NC(=O)CS(=O)CC(=O)NC2CCCc3ccccc32)cc1 (centres undefined)	1	2	2	4	-5	7	0	2	-1
CCOC(=O)C1CCN(S(=O)(=O)c2ccc(Br)c(OCC)c2)CC1	-36	-5	1	-1	1	-9	-2	1	-1
CCCCC(CCC(=O)NNC(=O)Cc1ccccc1)C(=O)O (centres undefined)	0	3	-3	-7	-18	9	1	1	-27
O=C(/C=C/c1ccc[nH]1)c1ccc(F)cc1	-2	-3	19	5	-7	-11	28	3	0
Cc1cc(C)cc(Oc2ccccc2C=O)c1	0	-3	0	2	0	-12	0	-2	-3
O=C(/C=C/c1ccc(Cl)cc1)N1CCN(c2ccc(Cl)cc2[N+](=O)[O-])CC1	-15	21*	1	2	-13	-4	-1	-4	-5
c1ccc(N=P(c2nc3ccccc3o2)(N2CCOCC2)N2CCOCC2)cc1	-21	2	-1	2	9	-20	-1	1	-2
O=C(c1ccccc1Cl)N1CCCC(c2nc3c(nnn3Cc3ccccc3)c(=O)[nH]2)C1 (centres undefined)	-8	-3	0	-5	-6	-31	-4	-1	-10
Cc1nc(N)sc1-c1csc(Nc2ccc(Cl)cn2)n1	-2	-3	-8	3	-3	2	6	4	1
Cc1cc(C)cc(NCCC#N)c1	31&11	0	21&0	5&5	-6&-7	-11&17	3&1	-3&-1	-4&-8
CC(C)(C)c1cc(C(=O)NNc2cccc(Cl)c2)n(Cc2ccccc2)n1	25	.	-1	4	-2	18	-2	2	-9
CCOC(=O)c1cc2cc([N+](=O)[O-])ccc2oc1=O	21	.	-6	0	-16	13	0	-2	2
O=C(Nc1ccc(N2CCOCC2)cc1)Nc1ccc2nc(-c3ccco3)c(-c3ccco3)nc2c1	10	-7	10	3	-11	-4	12	11	0
COCCCN=C1NN=C(c2cc(C)n(Cc3ccco3)c2C)CS1	-22	5	7	0	-58	-10	1	0	-2
CCCN1C(=O)c2cc(C(=O)Nc3ccccc3CC)ccc2C1O (centres undefined)	-7	4	-1	-7	-10	-10	0	1	-10

Single values from the results shown:
MDM2 E3 inh, O=C(Nc1ccc(N2CCOCC2)cc1)Nc1ccc2nc(-c3ccco3)c(-c3ccco3)nc2c1 : -11
MDM2 E3 inh, CCCN1C(=O)c2cc(C(=O)Nc3ccccc3CC)ccc2C1O (centres undefined) : -10

(list continues)
SMILES	NPY1 pot ag	NPY Y1 blocker	Hck-Nef inh	p97 inhibitor	MDM2 E3 inh	NPY2 pot ag	Runt-CBFb FRET	Runt-SMMHC FRET	RBBP9 inh
COc1ccc(Cl)cc1C(=O)CSc1nnnn1C1CCCCC1	-6	7	1	-4	-16	-13	-5	-25	0
COc1ccc(C(=O)Nc2ccc3c(c2)nc2n3CCSC2)cc1	5	-6	19	1	-20	7	-1	0	-7
COc1ccc2nc(N3CCCCC3)c(/C=C3\SC(=S)NC3=O)cc2c1	37	.	44	2	-6	13	-41	-102	-8
O=C(Cc1ccc(S(=O)(=O)N2CCOCC2)s1)Nc1nc2c(s1)CCCC2	-6	-4	2	8	-6	7	0	-1	-6
CC(C)OC(=O)CN1CCN(C2c3ccccc3-c3ccccc32)CC1	13	9	2	-1	-22	-7	-3	0	11
CCOC(=O)N1CCN(C(=S)NC(=O)c2nn(C)cc2Br)CC1	7	4	21	1	-6	-2	1	0	-5
Cc1ccc(Oc2nc(CN3CCOCC3)nc3sc4c(c23)CCC(C)C4)cc1 (centres undefined)	-32	9	4	-1	-12	1	-1	-4	-1
CCC1(C)N=C(c2ccc3c(c2)OCO3)CC(c2ccccc2O)N1 (centres undefined)	-26	3	-2	5	0	5	0	-12	7
COc1ccc(Cl)cc1S(=O)(=O)N1CCN=C1C	-10	3	-1	-6	-13	4	1	1	-4
Cc1ccc(-c2nc(NCCN3CCOCC3)c3ccccc3n2)cc1	-13	10	1	2	-17	22	-3	-2	-3
CCOC(=O)CN/C=C(\C#N)c1ccccc1	-4	-5	7	2	12	10	0	-6	2
Cc1ccc(-c2nnc(N(C)C(=O)c3cccnc3)s2)cn1	-11	-7	0	2	-10	8	1	-4	1
COc1ccc(-n2c(CCC(=O)O)ccc2-c2ccccc2)cc1	-2	27*	15	9	-20	-23	-8	-4	-8
O=C(COC(=O)Cc1ccsc1)NC(c1ccccc1)c1ccccc1	4	2	-3	-5	-6	-4	0	-4	-8
CC1(C)Cc2nc3sc4c(=O)[nH]cnc4c3cc2CS1	-19	1	3	2	1	9	1	-1	-8
COc1ccc(-n2c(C)nc3sc4c(c3c2=O)CCCC4)cc1	6	-3	7	0	-5	8	-1	1	-3
Cc1ccc(CSCc2ccc(C(=O)NCCCN3CCOCC3)o2)cc1	7	5	-4	-1	-14	-6	0	4	-8
CN1CCN(CCCN(Cc2ccco2)C(=S)Nc2ccc(Cl)cc2)CC1	2	-2	-17	-5	-4	-8	4	3	-2
c1ccc(COc2ccc(OCCN3CCCC3)cc2)cc1	-50	6	2	4	-6	-8	-4	1	-7
Cc1cc(C)c(S(=O)(=O)N(C)Cc2cnn(C)c2)c(C)c1	-19	-1	5	-2	9	14	0	-1	-3
Clc1ccc2nc(N3CCNCC3)nc(-c3ccccc3)c2c1	-80	26*	7	1	-26	-10	39	89*	0
CCOc1cc(C(=O)Nc2cccc(C(C)=O)c2)ccc1OCC(=O)N1CCCCC1	13	0	28	0	-6	11	1	0	-3
Nc1c(C(=O)NCc2ccccc2)nnn1Cc1ccc(F)cc1	6	-2	-8	-2	-18	8	-2	-3	-9
O=C(NC(=S)Nc1nc(-c2ccc(Br)cc2)cs1)c1cccnc1	-1	-2	10	-3	-31	-3	1	1	-10
N#CCCN(C(=O)c1ccco1)c1ccccc1	-7	2	-7	2	-9	7	0	1	1
COC(=O)c1ccc(/C=N/NC(=O)C(=O)NCc2ccccc2)cc1	2	1	13	6	-3	-5	-1	-7	-10
CCN1CCCC1CNC(=O)c1cc2c(-c3cccc(OC)c3)nn(C)c2s1 (centres undefined)	-13	-4	-17	-1	-20	6	1	3	-13
C/C(=N\OCC(=O)N/N=C/c1ccc(C)cc1O)c1cccs1	-7	10	1	0	-15	-15	.	-3	1
CC(=O)NCC(=O)OC(C(=O)c1ccccc1)c1ccc(Cl)cc1 (centres undefined)	8	-2	4	-5	1	3	-2	-1	-15
O=C(CSc1nnc(-c2ccc(C(F)(F)F)cn2)o1)Nc1ccccc1Cl	11	.	12	-2	-82	-15	2	1	0
N#CCCn1c(SCC(=O)c2c[nH]c3ccccc23)nc2ccccc21	-8	1	-1	7	-5	1	2	4	-7
Cc1nnc(-c2ccc(N3CCCCCC3)c([N+](=O)[O-])c2)o1	20	.	16	0	-4	-3	-3	0	-11
Fc1ccc(-c2nnc(-c3ccc(Cl)cc3Cl)o2)cc1	1	10	23	1	-68	-15	.	-2	-8
Nn1c(SCc2ccc(F)cc2)nnc1-c1ccccn1	8	.	4	6	-8	8	0	-4	-1
CC(=O)C(Sc1ccc2nnc(-c3ccc(C)cc3)n2n1)C(C)=O	-11	-3	2	3	-4	0	3	1	-4
COCCCNC(=O)/C(C#N)=C/c1cc(C)[nH]c1C	-3	2	23	8	4	2	1	2	2
COc1cc(C(=O)OCC(=O)NCc2ccc(F)cc2)cc(NC(=O)c2cccs2)c1OC	-25	-4	7	0	-23	-23	-4	-4	-6
COCc1cc(Sc2ccc(Cl)cc2)nc(-c2ccccc2)n1	-3	11	0	2	-5	-11	-1	-1	-4
Cc1nnc(SCC(=O)N2N=C(c3ccc(Cl)cc3)CC2c2ccco2)[nH]c1=O (centres undefined)	10	-4	50*	3	-12	8	23	25	-3
COC(=O)Cn1cc(/C=C/[N+](=O)[O-])c2ccccc21	11	3	41	10	-18	4	0	-2	-2
CCOCCn1c(SCc2ccccc2)nc2c1c(=O)[nH]c(=O)n2C	.	.	10	.	-4	.	1	2	.
COc1cc(S(=O)(=O)NC2CCCCC2)ccc1F	-20	0	1	-4	-3	-5	1	-5	-9
CC(=O)Nc1ccccc1OCC(=O)NC(C)c1ccc(F)cc1 (centres undefined)	8	-2	0	1	-7	-17	-2	0	-5
Cc1[nH]nc(SCC(=O)Nc2cccc(O)c2)c1[N+](=O)[O-]	-10	5	-11	5	11	4	0	-3	3
COc1ccc(CC(=O)N2CCN(c3ccccn3)CC2)cc1OC	-10	-1	10	4	-1	10	1	-2	-3
O=C(NNC1CC(=O)N(c2ccc(Cl)cc2)C1=O)c1ccco1 (centres undefined)	13	-1	-6	6	-9	13	0	0	-3
c1ccc(-c2ccc(-c3nccc4ccccc34)[nH]2)cc1	-3	.	57*	2	-69	-27	30	61*	-21
Cc1oc(S(=O)(=O)N2CCCCC2)cc1NC(=O)Nc1ccc(F)cc1	16	.	-31	5	-30	11	2	-6	-8
CSc1nc2sc3c(c2c(=O)[nH]1)CCC3	3	6	-17	3	7	6	0	-1	9
COc1cc(C(=O)N=c2sc3ccccc3n2C)cc(OC)c1OC	-31	4	-27	-5	-5	-24	1	-2	-3

New compounds follow:
SMILES	NPY1 pot ag	NPY Y1 blocker	Hck-Nef inh	p97 inhibitor	MDM2 E3 inh	NPY2 pot ag	Runt-CBFb FRET	Runt-SMMHC FRET	RBBP9 inh
CCS(=O)(=O)c1ccc(O)c(NC(=O)COc2ccccc2)c1	4	5	2	3	-6	1	0	-4	-8
O=C1c2ccccc2C(=O)N1CCCON1C(=O)c2ccccc2C1=O	-1	5	1	1	2	-8	0	3	-9
Cc1nn(C)c(C)c1CNC(=O)Nc1cccc(Cl)c1C	-2	-1	17	2	-5	-2	0	0	1
O=C1CS/C(=N/N=C/c2ccco2)N1Cc1ccc(F)cc1	-29	.	11	0	-2	-9	19	3	-9
